TRPC4 inh – TRPC4 (mouse) channel inhibition. Q9QUQ5. HEK293 TRPC4beta/mu-opioid, DAMGO-evoked Fluo4 calcium flux; hits give low values. B-score at 10 µM. hit rate 0.39% among 300,000. AID 2247;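 active means B-score over 3 SD under the library average, no early fluorescence shift, positive overall ratio signal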
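Assay system: HEK293 cells with stable TRPC4beta plus mu-opioid receptor expression; Probe or stimulus: DAMGO in two steps, submaximal then maximal; Dosing: single-point compound dosing; Measured by: Fluo4 calcium-dye fluorescence, kinetic read; Read-out basis: B score from integrated Fluo4 fluorescence ratio.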
PolyA inh – inhibitors of polyadenylation in S. cerevisiae; S. cerevisiae SKY197-pL101 polyadenylation reporter, beta-gal luminescence; efflux-impaired pdr1/pdr3 knockout yeast; score 100 = 6 SD above DMSO; calls only at 12 µM; hit rate 0.02% among 300,000;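 active means lowest replicate activity score at least 50, where 100 means six control SD above control mean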;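 further: yeast exposed to compound for 9 h at 30 °C; higher score means more reporter readthrough which indicates perturbed polyadenylation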
TRPC4 act – activators of mouse TRPC4 channel; hit rate 0.49% among 310,000; Q9QUQ5; HEK293 TRPC4beta/mu-opioid, Fluo4 calcium fluorescence; hits give high values; B-score at 10 µM;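 active means B-score above 5 SD of library B-scores, and initial fluorescence ratio not above library mean plus 5 SD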;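 further: positive B-score marks a calcium rise read as TRPC4 activation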
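Assay system – TRPC4beta and mu-opioid receptor HEK293 stable cells · Measured by – Fluo4 fluorescence, kinetic · Schedule – dye loading 45 min room temperature, 110 s kinetic read · Read-out – B-scored integrated calcium fluorescence ratio · Controls – buffer and maximal DAMGO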
DYRK1A inh – inhibitors of rat Dyrk1A kinase | Q63470 | ADP-Glo luminescence, NFATc1 peptide | inhibition, % at 12.5 µM | hit rate 0.43% among 310,000; in the data active means inhibition above about 50%;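 further: plate controls were vehicle with enzyme for no effect and no enzyme for full effect; many of its hits are not listed in these tables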
Platelet DG rel – modulates dense granule release in human platelets; human platelet-rich plasma, SFLLRN dense granule ATP release, luminescence; inhibition, %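 (compounds screened at 7.5 µM in platelet-rich plasma)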; hit rate 0.22% among 300,000; AID 1663;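 active means mean replicate score, as percent of positive control, at or above 50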
KCNQ1 pot – potentiators or activators of human KCNQ1 potassium channel | P51787 | CHO-K1 KCNQ1, thallium flux FluxOR fluorescence; hits give high values | B-score at 10 µM | hit rate 0.35% among 310,000 | AID 2648;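 active means fluorescence ratio B-score, a plate-corrected score, at least three library SD, with initial intensity B-score within 5 SD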
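assay system = CHO-K1 cells stably expressing KCNQ1 | medium = assay buffer, equal DMSO in all wells | timing = 37 °C overnight plating, 90-min dark dye load, 20-min compound pretreatment | measured by = kinetic FluxOR thallium fluorescence, 10-s 1-Hz baseline, 110-s post-stimulus read | measure = fluorescence change relative to baseline, converted to B score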
KCNK3 block – human KCNK3 channel inhibition, primary screen; O14649; CHO-KCNK3 thallium flux, FluxOR fluorescence; hits give low values; B-score at 10 µM; hit rate 0.84% among 340,000; AID 602410;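 active means B-score under library mean minus 4 SD, starting fluorescence ratio at most library mean plus 5 SD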;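 further: more negative B-score means stronger inhibition of thallium flux through KCNK3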
KCNQ1 inh – human KCNQ1 channel inhibition | P51787 | CHO-K1 KCNQ1, FluxOR thallium flux fluorescence; hits give high values | B-score at 10 µM | hit rate 1.3% among 310,000;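 active means compounds whose thallium flux B-score, printed positive for inhibition, exceeds three library SD while starting fluorescence stays within three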;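 further: channel opened by potassium depolarization with thallium stimulus after 20 min compound exposure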
TRPC4 potent – allosterically enhances the mouse TRPC4 cation channel. HEK293 TRPC4beta/mu-opioid, DAMGO EC20, Fluo-4 Ca2+ flux; hits give high values. Q9QUQ5. hit rate 0.42% among 310,000. B-score at 10 µM;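 active means B-score of calcium response area above 5 SD of library B-scores, with initial fluorescence ratio within 5 SD of library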;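 further: B-score of integrated fluorescence ratio over time as area under calcium response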
hERG protect – hERG (human) protection from proarrhythmic block | CHO-hERG, FluxOR thallium flux, dofetilide IC70 present | activation (rescue from dofetilide block), less the hit threshold, % at 10 µM | hit rate 0.51% among 310,000;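 active means activation above the mean of controls blocked by dofetilide plus 5 SD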;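 further: thallium influx through hERG after potassium depolarization seen as dye fluorescence rise; in these data hits start at about 4.7%; inactives centre near -7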
Target sequence (Q12809 whole entry, looked up): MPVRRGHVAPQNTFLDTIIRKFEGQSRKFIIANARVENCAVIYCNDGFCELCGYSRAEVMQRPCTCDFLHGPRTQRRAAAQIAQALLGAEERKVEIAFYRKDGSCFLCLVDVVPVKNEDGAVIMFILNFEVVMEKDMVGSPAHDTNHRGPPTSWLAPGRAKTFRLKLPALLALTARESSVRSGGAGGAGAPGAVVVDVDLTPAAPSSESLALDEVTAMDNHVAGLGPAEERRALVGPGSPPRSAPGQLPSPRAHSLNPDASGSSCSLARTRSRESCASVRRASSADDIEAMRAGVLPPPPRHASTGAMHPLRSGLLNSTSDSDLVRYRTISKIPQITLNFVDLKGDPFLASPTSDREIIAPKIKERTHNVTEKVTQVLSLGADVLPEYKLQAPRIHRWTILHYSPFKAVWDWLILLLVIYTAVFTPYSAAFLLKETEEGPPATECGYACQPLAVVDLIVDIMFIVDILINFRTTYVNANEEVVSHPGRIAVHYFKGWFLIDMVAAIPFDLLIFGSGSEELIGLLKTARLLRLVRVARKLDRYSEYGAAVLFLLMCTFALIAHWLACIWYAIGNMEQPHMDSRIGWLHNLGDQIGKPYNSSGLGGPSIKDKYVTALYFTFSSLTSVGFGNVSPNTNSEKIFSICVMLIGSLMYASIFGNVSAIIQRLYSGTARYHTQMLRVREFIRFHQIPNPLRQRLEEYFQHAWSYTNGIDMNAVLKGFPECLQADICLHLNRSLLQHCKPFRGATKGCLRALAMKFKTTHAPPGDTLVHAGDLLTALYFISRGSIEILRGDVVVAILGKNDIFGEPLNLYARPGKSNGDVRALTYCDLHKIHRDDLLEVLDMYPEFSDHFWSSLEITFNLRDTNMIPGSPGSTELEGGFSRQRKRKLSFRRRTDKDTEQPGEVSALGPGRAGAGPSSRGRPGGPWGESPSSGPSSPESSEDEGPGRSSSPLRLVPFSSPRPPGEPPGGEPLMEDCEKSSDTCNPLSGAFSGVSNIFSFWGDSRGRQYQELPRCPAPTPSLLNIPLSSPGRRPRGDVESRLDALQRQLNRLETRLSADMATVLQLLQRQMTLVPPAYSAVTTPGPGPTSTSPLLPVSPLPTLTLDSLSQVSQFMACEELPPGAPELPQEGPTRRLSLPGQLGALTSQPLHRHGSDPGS
KCNK9 inh – human KCNK9 channel inhibition. Q9NPC2. HEK293 KCNK9, FluxOR thallium flux fluorescence; hits give low values. B-score at 10 µM. hit rate 1.2% among 310,000;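 active means ratio B-score over 3 SD below the library mean, with starting fluorescence within 5 SD of its mean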;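 further: negative B-score means less thallium flux so channel inhibition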
* = called active by the depositor; i = inactive; x = no result given; & = joins results of further samples. This is a subset; rates above refer to the full screens.

Sequence of screens – TRPC4 inh, PolyA inh, TRPC4 act, DYRK1A inh, Platelet DG rel, KCNQ1 pot, KCNK3 block, KCNQ1 inh, TRPC4 potent, hERG protect, KCNK9 inh
1	CC(C)(C)c1ccc(C2/C(=C(\O)c3ccc4c(c3)OCCO4)C(=O)C(=O)N2CCCN2CCOCC2)cc1 (stereo unspecified)
  i, i, i, -4, 4, i, i, i, i, -9, i
2	Cc1ccc(S(=O)(=O)N2CCCCC2)cc1NC(=O)c1ccc2ccccc2n1
  i, i, i, -6, -2, i, i, i, i, -4, i
3	O=C(CCCN1C(=O)/C(=C/c2cccc(Br)c2)SC1=S)Nc1cccnc1
  i, i, i, 0, -1, i, i, i, i, -14, i
4	c1cncc(CSc2ccc(-c3cccs3)nn2)c1
  i, i, i, x, 2, i, i, i, i, -10, i
5	O=C(c1ccccc1F)N1CCOCC1
  i, i, i, 1, -6, i, i, i, i, -6, i
6	COc1ccc(C(=O)N2CCN(C3CCC(c4ccccc4)CC3)CC2)cc1OC (stereo unspecified)
  i, i, i, -5, -4, i, i, i, i, -8, i
7	Cc1ccc(SCc2c(C(=O)N/N=C/c3ccoc3)nnn2-c2nonc2N)cc1
  i, i, i, 0, 4, i, i, i, i, -3, i
8	Cc1ccc(C(N)=S)c(C)c1
  i, i, i, -1, -2, i, i, i, i, -10, i
9	CN1CCC(NC(=O)Cc2c(F)cccc2Cl)CC1
  i, i, i, -3, 5, i, i, i, i, -8, i
10	O=c1cc(COn2nnc3ccc(C(F)(F)F)cc32)nc2sccn12
  i, i, i, 2, 4, i, i, i, i, -7, i
11	COc1ccc(CNC(=O)CN2CCN(S(=O)(=O)c3cccs3)CC2)cc1OC
  i, i, i, -5, 9, i, i, i, i, -5, i
12	Cc1ccc(S(=O)(=O)N2CCOCC2)cc1NC(=O)COc1cccc(Oc2ccccc2)c1
  i, i, i, 0, -3, i, i, 6*, i, -12, i
13	O=C1C2CCCN2C(c2ccc(F)cc2)N1c1cccc(Cl)c1 (stereo unspecified)
  i, i, i, 20, 9, i, i, i, i, -9, i
14	Cc1ccccc1C(=O)NC(=S)Nc1ncccn1
  i, i, i, -8, 0, i, i, i, i, -6, i
15	C[C@H]1C=C(C(=O)NCc2nc3ccccc3[nH]2)O[C@@H](OCCCCO)C1
  i, i, i, 10, 2, i, i, i, i, -2, i
16	COc1ccc(S(=O)(=O)N2CCC(C(=O)N[C@H](C(=O)N3CCCC3)C(C)C)CC2)cc1
  i, i, i, 3, 10, i, i, i, i, -9, i
17	CCCCNc1nc(CC(C)=O)ns1
  i, i, i, 2, 5, i, i, i, i, -14, i
18	O=C(NCCO)c1ccc2nc(Cc3cccc(Cl)c3)oc2c1
  i, i, i, x, -2, i, i, i, i, -8, i
19	Cc1nc(CCNC(=O)COc2ccccc2)cs1
  i, i, i, 4, -2, i, i, i, i, -10, i
20	Cc1cccc(N2CCN(C(=O)Cc3c(C(=O)O)[nH]c4ccc(Cl)cc34)CC2)c1C
  i, i, i, -4, 6, i, i, i, i, 0, i
21	Clc1ccc(-c2csc3ncnc(N4CCc5ccccc5C4)c23)cc1
  i, i, i, -2, -4, i, i, i, i, -14, -10*
22	CC(C)n1nccc1N(Cc1ccc(Br)cc1)S(=O)(=O)c1ccccc1
  i, i, i, 1, 2, i, i, i, i, -4, i
23	COc1cc(N=c2ssnc2Cl)c(OC)cc1Cl
  i, i, i, 5&2, 5, i, i, i, i, -20, i
24	O=C(N/N=C/c1ccc2c(c1)OCO2)c1cc(-c2ccccc2)nc2ccccc12
  i, i, i, -4, 1, i, i, i, i, -5, i
25	CN(CC(=O)Nc1ccc(Cl)cc1)C(=O)CCc1c[nH]c2ccccc12
  i, i, i, 10, -18, i, i, i, i, -12, i
26	O=C(NCCC(=O)N1CCN(c2ccccc2O)CC1)c1ccc(Br)cc1
  i, i, i, -4, -11, i, i, i, i, -12, i
27	COc1ccc(NC(=S)N(Cc2cccnc2)Cc2ccco2)cc1
  i, i, i, x, 5, i, i, i, i, -17, i
28	CCN1CCN(C(=O)c2cc3nc(-c4ccccc4)cc(C(F)(F)F)n3n2)CC1
  i, i, i, -2, -2, i, -8.7*, i, i, -6, i
29	NCCNC(=O)c1c(O)c2cccc3c2n(c1=O)CCC3
  i, i, 104*, 11, -6, i, i, i, i, -4, i
30	O=C(COC(=O)/C=C/c1cc(Br)ccc1F)Nc1ccc2[nH]c(=O)[nH]c2c1
  i, i, i, 12, -2, i, i, i, i, -10, i
31	CCOC(=O)c1cn(Cc2c(C)c(C)c(C)c(C)c2C)nn1
  i, i, i, 2, 17, i, i, i, i, -1, i
32	COc1cc([N+](=O)[O-])cc(/C=N/NC(=O)c2cncc(Br)c2)c1O
  i, i, i, 4, -2, i, i, i, i, -14, i
33	CSCc1nc2scc(-c3ccccc3)c2c(=O)[nH]1
  i, i, i, 8, -11, i, i, i, i, -19, i
34	O=C(CCC(=O)c1cccs1)NCc1ccncc1
  i, i, i, x, -1, i, i, i, i, -10, i
35	CCOc1cc(/C=N/NC(=O)c2ccncc2)cc(Cl)c1OS(C)(=O)=O
  i, i, i, 29, -6, i, i, i, i, -6, i
36	Cc1[nH]n(C(N)=S)c(=O)c1N=Nc1ccc(Br)cc1
  i, i, i, 2, -3, i, i, i, i, -2, i
37	Cc1ccc(NC(=O)c2ccoc2C)cc1C
  i, i, i, 0, 49, i, i, i, i, 0, i
38	CC1(C)C[C@H](O)[C@@]23C[C@@H](OC2=O)[C@]2(C)C(=CCC4[C@@]5(C)CC[C@H](O)C(C)(C)C5CC[C@]42C)[C@@H]3C1 (stereo partly specified)
  i, i, i, x, -1, i, x, i, i, -5, i
39	O=C(c1ccc(NS(=O)(=O)c2cccs2)cc1)N1CCN(c2ccccc2Cl)CC1
  i, i, i, -2, 10, i, i, i, i, -12, i
40	CCCc1cc(=O)oc2c(CN3CCN(C)CC3)c(O)ccc12
  i, i, i, -2, 11, i, i, i, i, -1, i

Results in PolyA inh, for some of the entries so far:
item | smiles | PolyA inh
25 | CN(CC(=O)Nc1ccc(Cl)cc1)C(=O)CCc1c[nH]c2ccccc12 | i
26 | O=C(NCCC(=O)N1CCN(c2ccccc2O)CC1)c1ccc(Br)cc1 | i
27 | COc1ccc(NC(=S)N(Cc2cccnc2)Cc2ccco2)cc1 | i
28 | CCN1CCN(C(=O)c2cc3nc(-c4ccccc4)cc(C(F)(F)F)n3n2)CC1 | i
29 | NCCNC(=O)c1c(O)c2cccc3c2n(c1=O)CCC3 | i

(list continues)
Sequence of screens – TRPC4 inh, PolyA inh, TRPC4 act, DYRK1A inh, Platelet DG rel, KCNQ1 pot, KCNK3 block, KCNQ1 inh, TRPC4 potent, hERG protect, KCNK9 inh
41	O=C(CN1C(=O)NC2(CCCC2)C1=O)OCc1ccc(Cl)cc1Cl
  i, i, i, 8, -2, i, i, i, i, -17, i
42	O=[N+]([O-])c1ccc2c(c1)nc1n2CCCCC1
  i, i, i, -3, -3, i, i, i, i, -5, i
43	Cc1ccc(/C=C/C(=O)N2CCN(S(=O)(=O)/C=C/c3ccccc3)CC2)o1
  i, i, i, x, 3, i, i, i, i, -19, i
44	Cc1cccc(NC(=O)CCCNC(=O)c2ccc(Cl)cc2)n1
  i, i, i, -11, 54*, i, i, i, i, -13, i
45	O=C(CSCc1ccc(Cl)cc1Cl)Nc1nccs1
  i, i, i, 1, 3, i, i, i, i, -4, i
46	Cc1nn(-c2ccccc2Cl)c(Cl)c1/C=C(\C#N)C(N)=O
  i, i, i, -1, -7, i, i, i, i, -3, i
47	CCOCCCn1c(=S)[nH]c2cc(C(=O)NCC(OC)OC)ccc2c1=O
  i, i, i, -1, -1, i, i, i, i, -6, i
48	Cc1cc(C(=O)N/N=C2/CC(C)CC(C)(C)C2)c(C)o1 (stereo unspecified)
  i, i, i, -7, -1, i, i, i, i, -7, i
49	Cc1ccc(S(=O)(=O)NCCC(=O)Nc2ncccc2O)cc1C
  i, i, i, -1, -5, i, i, i, i, -7, i
50	COc1cc(OC)cc(C(=O)N2CCN(C3CCCCC3)CC2)c1
  i, i, i, -2, 9, i, i, i, i, -2, i
51	CCOc1ccc(NC(=S)Nc2cccc3cnccc23)cc1
  i, i, i, 1, 9, i, i, i, i, -10, i
52	CCO[C@H]1OC(C(=O)NCc2ccccc2)=C[C@@H](C)[C@@H]1CCCO
  i, i, i, -4, 0, i, i, i, i, -8, i
53	CC(C)(C)C(=O)Nc1ccc(/C=C/C(=O)c2ccco2)cc1
  i, i, i, x, -28, i, i, i, i, -16, i
54	CC(=O)n1cc(/C=N/NC(=O)c2ccccc2Cl)c2ccccc21
  i, i, i, 0, -4, i, i, i, i, -8, i
55	N#C/C(=C\c1c[nH]c2ccccc12)C(=O)Nc1ncc(Cc2ccc(Cl)cc2Cl)s1
  i, i, i, 0, -2, i, i, i, i, -4, i
56	COc1cccc(-c2cc(C(=O)Nc3ccccc3)c3ccccc3n2)c1
  i, i, i, x, 5, i, i, i, i, -10, i
57	CCCCn1c(SCC(=O)NCc2ccco2)nnc1-c1ccoc1C
  i, i, i, -6, 4, i, i, i, i, -5, i
58	COC(=O)CSc1nnc(SCc2ccccc2)s1
  i, i, i, 2, -5, i, i, i, i, -6, i
59	COc1ccc(CCNC(=O)c2cccnc2)cc1OC
  i, i, i, -7, 0, i, i, i, i, -15, i
60	Cc1cnn(C(=O)c2cc(-c3ccccn3)nc3ccc(Cl)cc23)c1
  i, i, i, 2, -1, i, i, i, i, -7, i
61	COn1c(-c2ccccc2)nc2c1CCc1c-2no[n+]1[O-]
  i, i, i, 0, -5, i, i, i, i, -8, i
62	O=C(NCC1CCCO1)C1CCN(C2CCN(Cc3ccco3)CC2)CC1 (stereo unspecified)
  i, i, i, 5, 13, i, i, i, i, -6, i
63	CCc1[nH]nc(C(=O)N2CCCC(C(=O)c3cccc(OC(C)C)c3)C2)c1C (stereo unspecified)
  i, i, i, -3, 7, i, i, i, i, -6, i
64	COc1ccc(NC(=O)CS(=O)CC(=O)Nc2ccc(OC)c(OC)c2)cc1 (stereo unspecified)
  i, i, i, -2, -1, i, i, i, i, -5, i
65	Cc1cc(Br)c(S(=O)(=O)NCc2cccnc2)cc1C
  i, i, i, x, 19, i, i, i, i, -1, i
